Screening results as filed in PubChem.
Jurkat NFkB inh: lowers PMA/ionomycin-induced NF-kB signal in Jurkat cells | PMA/ionomycin-induced NF-kB luciferase reporter, luminescence | inhibition, % at 4 µM | hit rate 0.53% among 330,000; in the data active = inhibition above about 50%
TIM10 inh: TIM10 yeast growth inhibition; S. cerevisiae TIM10 strain growth, BacTiter-Glo luminescence, 24 h; inhibition, % at 10 µM; hit rate 1.4% among 330,000;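 active = inhibition of 40% or more at the single tested concentration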;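 also: wild-type TIM10 isogenic control strain grown at permissive 25 °C; 0% = DMSO yeast wells and 100% = minimal medium wells without yeast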
Mdm2 MdmX PPI: inhibitors of human Mdm2/MdmX interaction; hit rate 3% among 330,000; AID 485346; inhibition, % at 8 µM; SaOS-2 split-luciferase Mdm2/MdmX complementation, luminescence;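 active = inhibition of at least 50% at 8 µM in the primary screen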
Target sequence (O15151 whole entry, looked up): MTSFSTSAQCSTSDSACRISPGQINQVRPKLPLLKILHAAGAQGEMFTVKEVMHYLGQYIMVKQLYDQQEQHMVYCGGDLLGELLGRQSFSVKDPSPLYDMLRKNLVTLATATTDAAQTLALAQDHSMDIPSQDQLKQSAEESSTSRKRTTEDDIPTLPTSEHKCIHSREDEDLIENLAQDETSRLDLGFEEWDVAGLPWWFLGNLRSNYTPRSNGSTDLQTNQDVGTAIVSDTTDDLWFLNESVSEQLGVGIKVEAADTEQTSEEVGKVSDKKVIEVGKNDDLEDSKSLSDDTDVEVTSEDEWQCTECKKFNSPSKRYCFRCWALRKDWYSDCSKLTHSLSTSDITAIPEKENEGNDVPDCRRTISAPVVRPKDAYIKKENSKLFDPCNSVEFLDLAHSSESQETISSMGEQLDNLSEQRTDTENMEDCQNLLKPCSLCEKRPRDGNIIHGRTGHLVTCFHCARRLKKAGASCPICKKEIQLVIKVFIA
Target sequence (Q00987 whole entry, looked up): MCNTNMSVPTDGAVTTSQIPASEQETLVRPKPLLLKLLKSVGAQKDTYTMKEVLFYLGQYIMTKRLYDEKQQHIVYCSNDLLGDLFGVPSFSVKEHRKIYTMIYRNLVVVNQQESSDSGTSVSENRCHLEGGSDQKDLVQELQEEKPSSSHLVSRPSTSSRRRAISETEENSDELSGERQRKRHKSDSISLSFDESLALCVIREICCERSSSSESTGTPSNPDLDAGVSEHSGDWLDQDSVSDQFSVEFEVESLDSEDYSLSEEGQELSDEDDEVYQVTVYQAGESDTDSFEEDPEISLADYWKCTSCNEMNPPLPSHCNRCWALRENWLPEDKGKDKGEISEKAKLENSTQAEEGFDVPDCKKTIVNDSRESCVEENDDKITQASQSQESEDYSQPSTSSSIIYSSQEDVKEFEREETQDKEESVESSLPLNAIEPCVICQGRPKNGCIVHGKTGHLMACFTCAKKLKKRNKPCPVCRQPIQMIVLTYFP
tim10-1 inh: inhibits growth of tim10-1 mutant yeast; S. cerevisiae tim10-1 ts strain growth, BacTiter-Glo, 24 h; inhibition, % at 20 µM; hit rate 2.2% among 330,000; AID 463190;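 active = inhibition of at least 40%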;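 also: mutant grown at 25 °C; 0% = DMSO wells with yeast and 100% = wells holding no yeast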
UPR CHOP act: activators of apoptotic arm of unfolded protein response (CHOP); CHO-CHOP luciferase reporter, UPR activation, luminescence; percent of tunicamycin response over DMSO baseline; activation, % at 10 µM; hit rate 0.34% among 330,000; AID 449763;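 active = at 10 µM dose, activation of 40% or more, normalized to positive control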;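 also: 100% = tunicamycin at 10 µg/mL and 0% = DMSO alone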
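Dosing – one dose, 10 µM in 0.5% DMSO · System – CHO-CHOP cells, stable luciferase reporter of PERK-eIF2a-CHOP signalling · Input – 500 cells/well · Control set – tunicamycin 10 µg/mL final as positive, DMSO-only wells as negative · Timing – 6 h compound treatment, 37 °C · Measure – % activation vs tunicamycin · Technique – luminescence read with Steady-Glo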
tim23-1 inh: inhibits growth of tim23-1 mutant yeast | S. cerevisiae tim23-1 growth, BacTiter-Glo luminescence, 24 h | inhibition, % at 20 µM | hit rate 1.3% among 330,000;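 active = growth inhibition of the mutant yeast at or above 50%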;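 also: temperature-sensitive mutant grown at 25 °C; plate controls were DMSO-treated mutant yeast for no effect and medium wells lacking yeast for full effect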
697 NFkB inh: inhibitors of the PMA/ionomycin-induced NF-kB reporter in 697 B cells. 697 B-cell NF-kB luciferase reporter, 16 h. hit rate 0.33% among 330,000. inhibition, % at 4 µM; in the data active = inhibition above about 35%
XBP1 UPR activ: activators of adaptive arm of unfolded protein response (XBP1) | CHO-XBP1 luciferase reporter, IRE1-XBP1 UPR activation, luminescence; percent of tunicamycin response, DMSO as zero | activation, % at 20 µM | hit rate 0.33% among 330,000;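 active = versus positive control, 20 µM dose yields 30% or more activation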;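 also: 100% = tunicamycin at 10 µg/mL and 0% = DMSO only wells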
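assay system = CHO-XBP1 luciferase reporter cells | amount = 1000 cells/well | buffer or medium = F12 plus 10% FBS | compound dosing = single point, 20 µM final compound, 1% DMSO | incubation = 16-18 h cell attachment at 37 °C, then 6 h compound exposure | detection = Steady-Glo luminescence read | controls = tunicamycin 10 µg/mL and vehicle-only wells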
* = called active by the depositor.

SMILES | Jurkat NFkB inh | TIM10 inh | Mdm2 MdmX PPI | tim10-1 inh | UPR CHOP act | tim23-1 inh | 697 NFkB inh | XBP1 UPR activ
CC(C)CN(C(=O)COC(=O)CNC(=O)c1ccccc1)c1c(N)n(Cc2ccccc2)c(=O)[nH]c1=O | -16 | 12 | 12 | 10 | 2.0 | -2 | 21 | -1
Cc1nc2ccccn2c1P(=Nc1ccccc1)(N(C)C)N(C)C | -5 | 17 | -5 | 15 | -0.2 | 17 | 12 | 0
COc1cccc(-n2c(SCC#N)nnc2-c2cnccn2)c1 | -1 | -5 | -29 | 1 | -1.4 | 10 | 17 | 0
CN(C)S(=O)(=O)c1ccc(NC(=O)C2COc3ccccc3O2)cc1 (stereo not drawn) | 8 | 10 | -4 | 26 | -1.5 | 19 | 8 | -2
CN1CCN(c2nc3c(c(=O)n(C)c(=O)n3C)n2CCSc2nc3ccccc3s2)CC1 | 0 | 1 | -14 | 6 | 2.4 | 15 | 0 | -1
Cc1ccc(N=CC2=C(O)CC(C)(C)CC2=O)nc1 | 19 | -3 | 3 | 8 | -0.7 | 1 | 15 | 7
Nn1c(SCc2ccccn2)nncc1=O | 1 | -15 | 10 | 8 | -0.6 | 1 | -6 | -1
Cc1cc(C)nc(N(C#N)Cc2ccc(Br)cc2)n1 | 0 | -4 | 7 | 29 | -0.2 | 38 | -1 | -2
CCc1nnc(NC(=O)C2(C)COC(c3ccc(OC)cc3)OC2)s1 (stereo not drawn) | 1 | -14 | -9 | 11 | 0.1 | 15 | -7 | -2
CCOc1ccc(NC(=S)NC(=O)c2cncc(Br)c2)cc1 | -18 | -2 | 27 | -5 | 0.3 | -25 | -6 | 1
Cc1ccc(S(=O)(=O)N(C)c2ccc(C(=O)Nc3ccccn3)cc2)cc1 | 17 | -7 | -3 | 12 | 3.6 | 28 | 3 | -3
COc1ccc(/C=C/C(=O)Nc2ccc(S(=O)(=O)Nc3onc(C)c3C)cc2)cc1OC | 2 | 9 | 16 | -4 | 0.0 | 0 | 8 | -6
CCN(CC)S(=O)(=O)c1cccc(-c2nnc(SCC(N)=O)n2N)c1 | 6 | -5 | 7 | 8 | 0.3 | -2 | 3 | -1
O=C(CCN1C(=O)NC2(CCCC2)C1=O)Nc1cccc(S(=O)(=O)N2CCOCC2)c1 | -5 | -4 | -11 | -4 | -1.2 | -19 | -13 | -1
CCOC(=O)CC1C(=O)NCCN1C(=O)c1cccc(C(F)(F)F)c1 (stereo not drawn) | -3 | -1 | 12 | -10 | -3.0 | -14 | 4 | -5
CC(C)OC(=O)C1C(=O)CC(C)(O)C(C(=O)OC(C)C)C1c1ccccc1 (stereo not drawn) | 5 | 12 | 19 | 11 | 0.6 | 17 | 1 | -1
CC1(C)CCc2c([nH]c3ccccc3c2=O)O1 | 7 | -8 | -15 | -19 | 0.6 | -2 | -1 | 3
C#CCOCCOCCOCCNc1nc(N2CCN(C(=O)[C@H]([C@@H](C)CC)n3cc([C@@H](N)Cc4ccc(O)cc4)nn3)CC2)nc(N2CCN(C(=O)[C@H]([C@@H](C)CC)n3cc([C@@H](N)Cc4ccc(O)cc4)nn3)CC2)n1 | 11 | 13 | 9 | -5 | 0.8 | 3 | 8 | -1
Cc1ccc(CSc2nnc(-c3cccs3)n2C)cc1 | -17 | 25 | 20 | 23 | 1.7 | 43 | -7 | 1
O=C(Nc1nc2ccccc2n1CCN1CCOCC1)c1ccc(COc2ccccc2Br)o1 | -10 | 25 | 47 | 37 | 0.4 | 39 | -17 | 7

Arranged by SMILES length (smallest number first): some entries from above
SMILES | Jurkat NFkB inh | TIM10 inh | Mdm2 MdmX PPI | tim10-1 inh | UPR CHOP act | tim23-1 inh | 697 NFkB inh | XBP1 UPR activ
Nn1c(SCc2ccccn2)nncc1=O | 1 | -15 | 10 | 8 | -0.6 | 1 | -6 | -1
COc1cccc(-n2c(SCC#N)nnc2-c2cnccn2)c1 | -1 | -5 | -29 | 1 | -1.4 | 10 | 17 | 0
Cc1nc2ccccn2c1P(=Nc1ccccc1)(N(C)C)N(C)C | -5 | 17 | -5 | 15 | -0.2 | 17 | 12 | 0
CCc1nnc(NC(=O)C2(C)COC(c3ccc(OC)cc3)OC2)s1 (stereo not drawn) | 1 | -14 | -9 | 11 | 0.1 | 15 | -7 | -2
CCOC(=O)CC1C(=O)NCCN1C(=O)c1cccc(C(F)(F)F)c1 (stereo not drawn) | -3 | -1 | 12 | -10 | -3.0 | -14 | 4 | -5

The results go on:
SMILES | Jurkat NFkB inh | TIM10 inh | Mdm2 MdmX PPI | tim10-1 inh | UPR CHOP act | tim23-1 inh | 697 NFkB inh | XBP1 UPR activ
O=C1CC(c2ccc(F)cc2)Cc2nc(N3CCN(c4ccccc4)CC3)ncc21 (stereo not drawn) | 14 | -1 | 13 | 11 | -0.2 | 17 | -22 | -3
COCCNC(=O)/C(C#N)=C/c1c(N2CCN(c3ccc(OC)cc3)CC2)nc2c(C)cccn2c1=O | -8 | 2 | 1 | 33 | -0.9 | 19 | -9 | 1
CN(C)CCn1c2c(c(SCC(=O)Nc3ccc4c(c3)OCCO4)nc1=O)CCCC2 | -7 | 3 | 48 | 6 | -1.6 | 18 | 1 | 0
O=C(COC(=O)CNC(=O)c1cccc([N+](=O)[O-])c1)Nc1nc2ccccc2s1 | 1 | -4 | -28 | 7 | 2.3 | -4 | -5 | 0
Fc1ccc(C2=CC(c3ccco3)n3nnnc3N2)cc1 (stereo not drawn) | 4 | -10 | 21 | 0 | 1.7 | -5 | -11 | -3
COc1ccc(-c2cn3cc(C)ccc3n2)cc1OC | -97 | 67* | -150 | 50* | -1.3 | 39 | -145 | -1
COCCn1c(=N)c(S(=O)(=O)c2ccc(F)cc2)cc2c(=O)n3ccccc3nc21 | 0 | -9 | 20 | 18 | 1.4 | 15 | 10 | 1
COc1ccc(C)cc1NC(=O)CCN1CCN(C/C=C/c2ccccc2)CC1 | 5 | -16 | 40 | -13 | 1.7 | 22 | -8 | -2
Cc1cccc(OCc2nnc(SCC(=O)N(C(C)C)C(C)C)n2Cc2ccco2)c1C | -8 | 23 | 9 | 31 | -2.0 | 37 | -4 | -1
CCN(CC)CCN(Cc1cc2ccc(C)c(C)c2[nH]c1=O)C(=S)NCc1ccco1 | 1 | 10 | 88* | 18 | -1.3 | 7 | -3 | -2
COc1ccc(/C=N/OC/C(O)=C(\C#N)c2nc3ccccc3[nH]2)cc1 | 7 | -26 | 43 | 18 | -1.1 | -37 | -10 | 4
COc1ccc(Nc2nc3ccccc3nc2NS(=O)(=O)c2cccs2)c(OC)c1 | -18 | -3 | 20 | 13 | 1.3 | 15 | 5 | -3
Cc1ccc(OCCOCCn2cnc3ccccc3c2=O)c([N+](=O)[O-])c1 | 5 | -6 | 7 | 23 | -0.8 | 6 | -9 | -1
CC(=O)Oc1ccc(-c2cccc(C(=O)NCCO)c2)cc1 | -11 | 17 | 13 | 10 | 0.0 | 11 | 1 | 1
Cc1c(NC(=O)C2Cc3ccccc3CN2C(=O)c2ccco2)c(=O)n(-c2ccccc2)n1C (stereo not drawn) | -7 | -7 | -9 | 9 | -0.9 | -2 | -13 | -2
COc1ccc(C(=O)N2CC3(CC(c4cccc(NC(=O)CC(c5ccccc5)c5ccccc5)c4)=NO3)C[C@H]2C(N)=O)cc1 (stereo partly drawn) | 6 | 96* | 28 | 24 | 0.4 | 22 | 1 | 0
CCOC(=O)C1CCCN(S(=O)(=O)c2ccc3c4c(cccc24)C(=O)N3CC)C1 (stereo not drawn) | 10 | -13 | 40 | -10 | -1.9 | 29 | 13 | 0
COCCN=C1Sc2nc3ccc(C)cc3cc2CN1Cc1cccs1 | -15 | 11 | -8 | 26 | 1.9 | 32 | -9 | -2
CSc1nc2cc3c(cc2n1C(=O)c1ccc(C)cc1)OCCO3 | -23 | 39 | -31 | 34 | 2.9 | 29 | -12 | 3
COc1ccc(OCC(=O)N(Cc2ccc(C)o2)C2CCS(=O)(=O)C2)cc1 (stereo not drawn) | 0 | -6 | 12 | 2 | -0.7 | 0 | 11 | -6
O=C(NCCN1CCOCC1)C1CCN(S(=O)(=O)N2CCCC2)CC1 | 0 | 1 | -18 | 0 | -1.0 | 12 | 3 | 1
CN(CC(=O)Nc1cccc(F)c1)C(=O)C1CC(=O)N(Cc2ccco2)C1 (stereo not drawn) | -8 | -4 | -17 | -25 | 1.0 | -22 | 15 | 2
CCS(=O)(=O)N1CCN(c2ccc([N+](=O)[O-])c(NCC3CCCO3)c2)CC1 (stereo not drawn) | -7 | 25 | 6 | 4 | -2.3 | 28 | 3 | 1
COCCNC(=S)NC1CC2CCCC(C1)N2Cc1ccco1 (stereo not drawn) | 0 | -9 | 16 | -20 | 0.1 | -5 | -6 | -3
COC(=O)c1cc2sccc2n1Cc1nc(-c2cccc(Cl)c2)oc1C | 8 | -3 | 9 | 9 | 1.0 | 7 | 8 | -1
Cc1ccc(NC(=O)c2cc(S(=O)(=O)NCCc3ccccc3)ccc2F)cc1Cl | -1 | 33 | 28 | 32 | 0.3 | 40 | 5 | -1
Cc1ccc(Nc2nc(-c3sc(NC(=O)c4ccco4)nc3C)cs2)cc1 | 7 | 2 | 11 | 9 | 1.3 | 16 | 4 | 2
FC(F)Oc1ccc(NC(=S)NC23CC4CC(CC(C4)C2)C3)cc1 | -33 | 52* | 1 | 17 | 5.9 | 44 | -53 | 17
Cc1ccccc1NC(=O)COC(=O)C1CC2CCCC(C1)C2=O (stereo not drawn) | -14 | 0 | -17 | 12 | -1.1 | 12 | -11 | 3
CCN(CC)C(=O)C(C)OC(=O)COc1ccc(Cl)cc1C (stereo not drawn) | -11 | -3 | 7 | 33 | -2.1 | 13 | -31 | -3
CCC(C)(C(=O)NC1CCCC1)N(C(=O)CNC(C)=O)c1ccccc1 (stereo not drawn) | 6 | -11 | 12 | 9 | 0.2 | 14 | 4 | -4
OCC1(CCc2ccccc2)CCN(Cc2cccn2-c2cccnc2)CC1 | 8 | -2 | -18 | 5 | 1.2 | 0 | 7 | -1
Cc1ccc(NC(=O)CSc2nnc(C)c(=O)n2N)cc1Cl | -5 | -3 | -18 | 2 | -0.6 | 8 | 2 | 0
CCCCc1cc(=O)oc2cc(OCC(=O)N3CCOCC3)ccc12 | 13 | 13 | -14 | -11 | 2.3 | 0 | 10 | 0
CCCS(=O)(=O)N1CCCC(C(=O)N2CCOCC2)C1 (stereo not drawn) | -7 | 6 | -6 | 8 | -0.8 | 6 | 28 | 0
CCOC(=O)c1cc(NC(=O)Nc2ccccn2)c(C)nc1C | -4 | 12 | -3 | 27 | 2.0 | 17 | 3 | 7
COc1ccc(Cl)cc1S(=O)(=O)NCc1ccncc1 | 3 | 3 | 7 | -8 | -0.7 | -8 | -8 | -4
S=C(c1ccc(-c2ccc(Cl)cc2Cl)o1)N1CCCC1 | -25 | -2 | 26 | 4 | 7.4 | 13 | -67 | -1
COC(=O)c1ccc(C(=O)OC)c(NC(=O)C2CC2)c1 | 3 | 10 | -9 | -4 | -1.7 | 10 | -16 | -3
Cc1[nH]c(=O)[nH]c(=O)c1S(=O)(=O)N1CCN(c2cccc(Cl)c2)CC1 | 6 | 3 | 4 | 2 | -2.0 | 16 | 10 | 0
CCn1nc(C)cc1C(=O)N1CCCC(C(=O)c2ccc(Oc3ccccc3)cc2)C1 (stereo not drawn) | -14 | -3 | 19 | 23 | -2.9 | 23 | -12 | -3
CCOc1ccc(N2C(=O)CC(N(Cc3ccco3)C(=O)CCC(=O)O)C2=O)cc1 (stereo not drawn) | 8 | 1 | -14 | 1 | -0.7 | 0 | 5 | 10
COc1ccc(OC(=O)N2CCOCC2)cc1 | 2 | -5 | 0 | 6 | 2.6 | 13 | -2 | -1
